# Bioassay records deposited in PubChem BioAssay by several laboratories.
# MT stabilize HCS: microtubule stabilizers in HeLa cells; HeLa tubulin immunostaining HCS, 24 h; share of cells brighter than vehicle mean+2SD; % tubulin-high responders, % at 10 µM; actives 0.83% (n = 200,000);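 active = plate Z-score above 3 for both tubulin-high and condensed-nucleus cell shares, with cell loss under 80%, at 10 µM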;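 also: anti alpha tubulin signal scored within the nucleus-defined area of each cell; some results filed as inactive read as strong as hits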
# Autophagy HCS: alters autophagy in cells. MEF GFP-LC3 puncta imaging; test concentration mostly 10 µM. calls only at 10 µM (by protocol). actives 0.98% (n = 190,000);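 active = percentage of spot-positive cells more than 3 SD above its plate mean, without a fluorescence outlier flag or 80% toxicity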;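 also: spot-positive cell cutoff set from DMSO-treated cells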
# Yfh1-off respiration: enhancers of respiration in Yfh1-depleted yeast, dose response, Friedreich's ataxia, plus single-dose screen (AID 1465); S. cerevisiae Yfh1-off respiration, WST-1 reduction, 72 h; higher fold induction means a stronger effect; fold induction at 50 µM; hits with a dose series show EC50 in µM; actives 0.074% (n = 220,000);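 active = fold induction of absorbance versus untreated yeast above a set limit, then at least 30% activation at any dose in follow-up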;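 also: activators that raise dye reduction in frataxin-depleted yeast; strong numbers were not always called active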
# Insulin prom up: MIN6 insulin promoter up-regulation; MIN6 insulin promoter-GFP reporter, high-content imaging; stronger effect = higher value; z-score at 5 µM; actives 0.3% (n = 190,000);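 active = z-score above 3 at 5 µM with at least 500 cells counted in the well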
# WT yeast gro inh: growth inhibition of WT yeast, mitochondrial fusion screen. mitochondrial fusion phenotypic screen, WT strain. inhibition, % at 10 µM. actives 2.1% (n = 190,000); in the data active = inhibition above about 58%; tested in S. cerevisiae
# human PMI inhibition: inhibitors of human PMI, primary screen, biochemical, fluorescence intensity, coupled assay (AID 1209); purified PMI enzyme, coupled fluorescence intensity; higher % means a stronger effect; inhibition, % at 20 µM, or IC50 in µM where a hit was titrated; actives 0.42% (n = 190,000);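 also: plate controls were DMSO vehicle for no effect and wells lacking substrate for full effect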
# PMI inhibition: MPI inhibition at elevated mannose 6-phosphate – biochemical, fluorescence intensity, high mannose 6-phosphate, primary screen (AID 1220); inhibition, % at 20 µM, or IC50 in µM where a hit was titrated; actives 0.66% (n = 190,000); recombinant PMI enzyme, coupled fluorescence intensity; higher % means a stronger effect
# b-catenin transl: beta-catenin nuclear translocation modulation; HeLa beta-catenin nuclear translocation, immunofluorescence imaging; nuclear translocation activity, % at 5 µM; actives 0.3% (n = 190,000); AID 1665;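 active = nuclear translocation activity above 50% at 5 µM, with a well cell count of 50 or more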;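 also: per-cell ratio of nuclear to cytoplasmic median beta-catenin stain intensity; plate controls were DMSO negative control for no effect and GSK-3 inhibitor IX positive control for full effect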
#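 System: Human HeLa cells, endogenous beta-catenin | Compound dosing: 5 µM primary, 0.02–20 µM confirmation | Timing: 24 h compound exposure at 37°C, 5% CO2 | Measured by: Fluorescence imaging of beta-catenin antibody stain plus DAPI | Read-out basis: % activation of per-cell nuclear versus cytoplasmic median beta-catenin signal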
# Dynein cargo inh: dynein cargo transport inhibition | 3617.4 mouse cells, GR-EGFP nuclear translocation imaging; test concentration mostly 20 µM; stimulated with dexamethasone, 1 µM; stronger effect = lower value | z-score, hits read low | actives 0.47% (n = 220,000);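 active = plate z-score of nuclear minus cytoplasmic receptor signal below a set negative limit, without overly bright fluorescence or cell loss, cut at about -3.5 in these data, passing the limit was not always enough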;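 also: z-score of nuclear minus cytoplasmic ring GR-EGFP intensity difference per well; some compounds called inactive have numbers as strong as hits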
#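 Schedule: 48 h induction, then 1 h compound, then 30 min agonist, 37 °C. Buffer or medium: tetracycline-free induction medium containing charcoal-stripped FBS. Reagent: 1.0 µM final dexamethasone stimulus. Evaluation: nuclear versus cytoplasmic GR-EGFP signal, averaged per well. Signal: high-content fluorescence imaging after fixation.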
# WT yeast gro inh mutant strain: further read-out of WT yeast gro inh, marked with its call; inhibition, %; mitochondrial fusion phenotypic screen, mutant strain inhibition
# Dynein cargo inh cytoplasmic EGFP: recorded beside Dynein cargo inh, whose call it bears; z-score; measured here: cytoplasmic GR-EGFP intensity; stronger effect = higher value
# Dynein cargo inh nuclear GR-EGFP: recorded beside Dynein cargo inh, whose call it bears; z-score; measured here: nuclear GR-EGFP intensity;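 lower value marks the stronger effect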
# Dynein cargo inh cell count: further read-out of Dynein cargo inh, marked with its call; z-score; measured here: cell count per field
# Insulin prom up cell count: second read-out of Insulin prom up, no call of its own (marks repeat the call); cell count; measured here: cytotoxicity, nuclei count;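 total cells summed across four imaged fields per well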
# b-catenin transl cell count 5 µM: also measured in b-catenin transl; calls as there; cell count; measured here: cell count, cytotoxicity flag
# MT stabilize HCS Hoechst-high %: further read-out of MT stabilize HCS, marked with its call; % Hoechst-high responders; measured here: nuclear condensation Hoechst responders;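 share of cells brighter than vehicle mean plus two SD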
# MT stabilize HCS cytotoxicity %: recorded beside MT stabilize HCS, whose call it bears; toxicity, %; measured here: cytotoxicity by cell density;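 0% = mean cell density of plate MIN control wells and 100% = no cells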
# Autophagy HCS cell loss 18 h: recorded beside Autophagy HCS, whose call it bears; toxicity, %; measured here: cell loss, nuclei count;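 cell loss after 18 h compound exposure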
# * marks the source's active call; other numbers are inactive results; i = inactive; · = no result given. Rule as the data show it, unless noted: active = inhibition above about 50%; inactive = the rest.
SMILES,MT stabilize HCS,MT stabilize HCS Hoechst-high %,MT stabilize HCS cytotoxicity %,Autophagy HCS,Autophagy HCS cell loss 18 h,Yfh1-off respiration,Insulin prom up,Insulin prom up cell count,WT yeast gro inh,WT yeast gro inh mutant strain,human PMI inhibition,PMI inhibition,b-catenin transl,b-catenin transl cell count 5 µM,Dynein cargo inh,Dynein cargo inh cytoplasmic EGFP,Dynein cargo inh nuclear GR-EGFP,Dynein cargo inh cell count
Nc1nc(-c2nc3ccccc3[nH]2)cs1,2.7,1.3,2.5,i,-1,i,-1,1104,17,18,7%,8%,·,·,-0.35,-0.0083,0.15,0.44
COc1cccc(-n2c(SCC(=O)N3CCc4ccccc43)nnc2-c2c[nH]c3ccccc23)c1,7.6,4.9,16,i,1,i,-0.21,1239,-3,-11,-5%,-8%,0.8,562,-1,-0.14,-0.0089,0.94
Nc1ccc(C23CC4CC(CC(C4)C2)C3)cc1,2.0,2.7,9.8,i,-9,i,-0.03,1171,11,28,14%,10%,-0.5,1055,-0.5,-0.074,0.062,-0.51
CCOC(=O)c1[nH]cnc1C(=O)Nc1cccc(N)n1,·,·,·,·,·,i,0.24,1294,-1,-5,3%,-3%,-2.8,1202,·,·,·,·
CCC(=O)c1ccc(O)c(CC=C(C)C)c1,1.4,1.6,5.0,i,7,i,0.21,1599,17,2,6%,6%,1.5,1323,-0.052,-0.23,0.5,0.85
Cc1cccc(N2CCN(C(=O)c3cc(S(=O)(=O)N(C)C)ccc3N3CCCC3)CC2)c1C,2.7,2.6,7.4,i,-5,i,-1.6,1283,7,-9,-13%,-3%,0.2,1094,-0.81,-0.35,-0.75,0.43
COc1ccc(C(O)(c2ccccc2OC)C(CN2CCOCC2)c2ccccc2)cc1 (stereo unspecified),2.7,4.0,2.7,i,0,i,-1.9,1147,-5,6,-14%,-10%,1.6,1056,-0.82,-0.33,0.08,0.89
O=C(Nc1sc2c(c1C(=O)O)CCCCC2)c1ccco1,3.3,2.1,9.0,i,7,i,-0.04,1075,4,1,6%,1%,-1.1,810,-0.046,-0.43,0.42,-0.2
CCOC(=O)C1CCCN(c2c(N3CCC(N4CCCCC4)CC3)c(=O)c2=O)C1 (stereo unspecified),3.1,2.5,2.3,i,4,i,0.07,931,-16,-8,6%,11%,·,·,1.3,-0.12,0.9,-0.78
Cc1nn(C)c(C(=O)N2CCc3ccccc32)c1Cl,2.8,1.3,3.7,i,-5,i,0.38,1192,-14,-13,3%,9%,-1.3,1031,-0.21,-0.23,-0.74,-0.21
c1ccc(Oc2cccc(OCCCn3cncn3)c2)cc1,3.5,1.3,5.3,i,7,i,-0.14,1095,4,6,5%,3%,-1.3,1185,-0.2,-0.3,-0.037,1.1
Cn1c(=O)c2c(-c3cccc(Br)c3)c(C#N)c(N)nc2n(C)c1=O,·,·,·,·,·,i,-0.24,1059,·,·,·,·,-0.3,1323,0.28,-0.82,0.031,-0.42
COc1ccccc1NC(=O)Nc1ccc(C(N)=O)cc1,5.2,2.0,12,i,1,i,0.43,1675,6,5,-10%,-7%,-2.6,951,0.62,-0.022,0.52,-0.24
Cc1ccc2sc(=O)[nH]c2c1,·,·,·,·,·,i,0.97,1317,·,·,·,·,-0.8,1057,-0.35,-0.24,-0.21,0.35
Cn1c(=O)cc(OCC(=O)N2CCC(N3CCCCC3)CC2)c2ccccc21,2.4,3.3,4.0,i,8,i,-0.64,1057,2,-7,-4%,-5%,·,·,0.16,-0.27,0.3,0.6
OCCC1CN(Cc2ccc3nonc3c2)CCN1Cc1ccsc1 (stereo unspecified),2.1,2.6,5.7,i,3,i,-0.89,1422,-4,-16,-5%,-5%,3.8,935,-0.41,-0.11,0.28,-0.43
Cc1ccc2nc(C(F)C(F)(F)F)[nH]c2c1 (stereo unspecified),3.5,2.1,3.0,i,9,i,-0.21,1433,3,-5,3%,4%,-2.9,1063,-0.11,-0.29,0.18,0.47
Cc1ccc(C)c(NC(=O)COC(=O)c2ccc3c(c2)OCO3)c1,6.5,3.2,2.1,i,-9,i,0,1271,-10,-5,-7%,-4%,-1.4,1075,0.25,-0.32,0.59,0.06
CC(C)(C)c1nnc2sc(SCC(=O)N3CCCc4ccccc43)nn2c1=O,1.9,1.6,7.5,i,-1,i,0.94,1286,0,37,9%,10%,-2.6,940,-1.8,-0.041,-0.73,0.43
CCOc1ccc(C2C(C(=O)O)c3ccccc3C(=O)N2CCN2CCOCC2)cc1 (stereo unspecified),3.2,1.8,6.2,i,8,i,4.9*,1348*,-4,3,-22%,-13%,0.7,1210,-0.88,-0.12,-0.21,0.28
CCc1ccccc1N(C(=O)CCC(=O)Nc1cc(C)on1)C(C(=O)NC1CCCC1)c1ccco1 (stereo unspecified),·,·,·,·,·,i,0.1,1104,·,·,4%,7%,-5.4,971,·,·,·,·
Cc1cc(C)cc(OCC(=O)N/N=C/c2ccc([N+](=O)[O-])o2)c1,1.9,2.9,7.7,i,3,i,-0.64,1188,5,-5,-13%,16%,0.1,1138,-1.3,-0.16,-0.56,0.51
CC1=CC(=O)C=CC1(C)C(Cl)Cl (stereo unspecified),2.7,2.1,8.3,i,-13,i,0.24,1543,-11,1,9%,42%,0.0,1318,0.55,-0.043,1.3,-0.34
NC(=O)c1ccccc1NC(=S)NC(=O)c1ccc(Br)o1,1.9,2.1,6.5,i,2,i,-0.31,1318,-3,-6,-3%,-2%,-4.4,572,-0.13,-0.26,-0.29,0.33
CC1CCCC(n2c(=S)[nH]c3ccccc3c2=O)C1C (stereo unspecified),2.3,1.9,4.5,i,18,i,1.1,1493,1,28,13%,8%,-2.6,1283,0.67,-0.2,1.4,-0.62
CCCNC(=S)NC1CCCC1,1.8,2.3,3.4,i,-13,i,1.2,901,3,10,8%,6%,·,·,0.11,-0.19,0.33,0.27
Cc1ccc(NS(=O)(=O)c2ccc(NC(=O)C(C)Sc3ccc(Cl)cc3)cc2)c(C)c1 (stereo unspecified),2.2,1.8,9.3,i,6,i,0.02,1313,33,3,15%,5%,0.2,1071,0.35,0.12,0.8,-1.7
Cc1ccc(-c2cc(C(=O)Nc3c(C)n(C)n(-c4ccccc4)c3=O)[nH]n2)c(O)c1C,·,·,·,·,·,i,-0.18,1126,·,·,·,·,-0.5,1337,-0.61,-0.25,0.11,0.69
O=C1c2ccccc2C(Nc2ccc(S(=O)(=O)N3CCOCC3)cc2)N1c1ccccn1 (stereo unspecified),6.1,2.6,5.5,i,9,i,0.67,1010,-15,6,-11%,-4%,-1.1,1216,1.1,-0.032,0.73,-1
c1ccc(-c2cc3c(N4CCCCC4)ncnc3s2)cc1,8.2,1.2,0.9,i,0,i,-0.56,1282,5,-15,1%,-3%,-0.7,1144,1.4,-0.28,0.45,-0.62
Cc1cc(C)cc(OCC(=O)N/N=C/c2ccccn2)c1,·,·,·,·,·,i,0.76,937,·,·,·,·,-0.5,1297,-0.21,-0.24,0.75,-0.28

# Taken from above.
# For b-catenin transl cell count 5 µM, c1ccc(-c2cc3c(N4CCCCC4)ncnc3s2)cc1 has the entry 1144
# For Dynein cargo inh cell count, Cc1ccc2nc(C(F)C(F)(F)F)[nH]c2c1 (stereo unspecified) has the entry 0.47

# Rewritten as tab-separated lines: 3 of the compounds above.
SMILES	MT stabilize HCS	MT stabilize HCS Hoechst-high %	MT stabilize HCS cytotoxicity %	Autophagy HCS	Autophagy HCS cell loss 18 h	Yfh1-off respiration	Insulin prom up	Insulin prom up cell count	WT yeast gro inh	WT yeast gro inh mutant strain	human PMI inhibition	PMI inhibition	b-catenin transl	b-catenin transl cell count 5 µM	Dynein cargo inh	Dynein cargo inh cytoplasmic EGFP	Dynein cargo inh nuclear GR-EGFP	Dynein cargo inh cell count
Cc1cc(C)cc(OCC(=O)N/N=C/c2ccccn2)c1	·	·	·	·	·	i	0.76	937	·	·	·	·	-0.5	1297	-0.21	-0.24	0.75	-0.28
CC1=CC(=O)C=CC1(C)C(Cl)Cl (stereo unspecified)	2.7	2.1	8.3	i	-13	i	0.24	1543	-11	1	9%	42%	0.0	1318	0.55	-0.043	1.3	-0.34
Cc1ccc(NS(=O)(=O)c2ccc(NC(=O)C(C)Sc3ccc(Cl)cc3)cc2)c(C)c1 (stereo unspecified)	2.2	1.8	9.3	i	6	i	0.02	1313	33	3	15%	5%	0.2	1071	0.35	0.12	0.8	-1.7
